IkB sig inh: IkB Signaling; ABC-DLBCL IkBa-CBG/CBR dual luciferase ratio, 4 h; response scale: scaled: untreated 0%, proteasome inhibitor 100%; Potency, µM (doses to about 57.1 µM), for the others: at the top dose IkBa stabilization activation; 110,000 tested, 0.04% active; AID 445, 2006; active = well fitted curve in the direction sought with a large enough effect in the signal ratio, not every such curve was filed as active; inconclusive = small, poorly fitted or top-dose-only effect, or a change in a side signal; the % refers to the signal ratio;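 also: the direction sought is a rising ratio; 0% = basal untreated cells and 100% = reference inhibitor full response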
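Curves were fitted separately to fusion (green), unfused (red) and ratio luminescence, then classed by r2, magnitude and activity. Cells: OCI-Ly3, 4 h compound plus doxycycline at 37C; 10 uM MG-132 defined full response.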
p53ts 32C tox: qHTS Screen for Compounds that Selectively Target Cancer Cells with p53 Mutations: Cytotoxicity of p53ts Cells at the Permissive Temperature; Potency, µM (top dose mostly 46.1 µM), without a hit: at the top dose activity change, negative = cytotoxicity, usual class: cytotoxic; 130,000 tested, 0.93% active; H1299-p53A138V at 32C, ATP luminescence viability, 24 h; AID 924, 2007;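 also: 0% = DMSO and -100% = full killing by reference compound; nearly all actives have a fitted effect of over 55% in size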
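Cells: H1299 p53ts (A138V), 600/well, pre-incubated 16–30 h at 37C. Cpd up to 46 uM, 24 h, 32C. Readout: ATPlite luminescence, 20 min RT. Normalization: DMSO vs tamoxifen 100 uM. AC50 by Hill equation.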
p53ts 39C kill: qHTS Screen for Compounds that Selectively Target Cancer Cells with p53 Mutations: Cytotoxicity of p53ts Cells at the Nonpermissive Temperature; H1299-p53A138V viability at 39C, ATP luminescence, 24 h; Potency, µM (highest dose often 46.1 µM), inactives show at the highest dose activity change, negative = cell killing, usual class: cytotoxic; 130,000 tested, 1.5% active; also: nearly all actives have a fitted effect of over 55% in size
Peg3 imprint: qHTS Assay for Compounds that Induce Erasure of Genomic Imprints | 110,000 tested, 0.02% active | Potency, µM (titrated, usually from 60.7 µM), for inactives: top-dose activity change, positive = activation, usual class: activators | AID 1948, 2009 | mouse ES Peg3-LacZ reporter, beta-gal luminescence, 40 h;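 also: 0% = negative control wells on the plate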
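Each well holds 300 Peg3LacZ-Neo (maternal) female ES cells incubated 40 h at 37C, 5% CO2. LacZ is measured by BetaGlo luminescence, with AC50 and maximum efficacy derived from dose-response curves.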
Starred values were filed as active, the others as inactive; ? = inconclusive; nt = not tested or not shown; [ ] = another dose, or the depositor's remark. Unless noted, calls follow the shape of the dose curve; as a rule, active = well fitted curve in the direction sought with a large enough effect; inconclusive = small, poorly fitted or top-dose-only effect, or another doubt; inactive = no such curve, though single readings can be large; an effect the other way counts as inactive or inconclusive. Unless noted, % is scaled to controls: 0 for no effect and ±100 for the full control effect; potency is read from the fitted curve at half-maximal effect.

| entry | SMILES | IkB sig inh | p53ts 39C kill | Peg3 imprint | p53ts 32C tox |
| --- | --- | --- | --- | --- | --- |
| 1 | CCN1CCN(c2ncc3c(n2)CCN(Cc2ccc(Br)s2)C3)CC1 | -1.1% | -12% | -11%[10.9 µM] | -1% |
| 2 | CCOCCCn1c(SCC(=O)Nc2ccc(OC)cc2OC)nc2ccccc2c1=O | -1.9% | -20% | 12%[10.9 µM] | -4% |
| 3 | Cc1ccc(NC(=O)Nc2nnc(N(C)Cc3ccccc3)s2)cc1 | ? | -9% | -2%[10.9 µM] | -3% |
| 4 | O=C(Oc1ccc2[nH]cc(CCN3C(=O)c4ccccc4C3=O)c2c1)c1ccco1 | -1.4% | 11% | -11% | 14% |
| 5 | O=C1C2CCCN2C(c2ccccc2)N1c1nccs1 (stereo not drawn) | 0.7% | -4% | -1% | 1% |
| 6 | COc1ccc(CCNC(=O)Cn2c(C)c3cnn(-c4ccccc4)c(=O)c3c2C)cc1OC | 0.7% | -7% | 6%[10.9 µM] | -4% |
| 7 | COc1ccc(NC(=O)CSc2nc(-c3ccc(OC)cc3)[nH]c2-c2ccc(OC)cc2)cc1 | ? | -27% | -8%[10.9 µM] | -5% |
| 8 | COc1ccc(CCNC(=O)c2cc(-c3ccc(C)cc3)nc3n[nH]c(-c4ccc(F)cc4)c23)cc1OC | -0.6% | -17% | 8%[10.9 µM] | 9% |
| 9 | CC1=C(C(=O)Nc2cccnc2)C(c2ccc(F)cc2)n2nc(-c3cccc(C)c3)nc2N1 (stereo not drawn) | ? | -2% | -8%[10.9 µM] | -6% |
| 10 | Cc1ccc(Nc2nnc(-c3ccc(C)c(S(N)(=O)=O)c3)c3ccccc23)cc1 | ? | 34%[activator] | -9%[10.9 µM] | 60%[activator] |
| 11 | CC1(C)Cc2nc(N)c(=O)sc2C1 | 0.6% | -14% | -1% | -9% |
| 12 | O=C(CCCOc1ccc(Cl)cc1)N1CCCCC1 | -1.4% | -27% | -18% | -18% |

Given in transposed form: part of the list above
8	COc1ccc(CCNC(=O)c2cc(-c3ccc(C)cc3)nc3n[nH]c(-c4ccc(F)cc4)c23)cc1OC
9	CC1=C(C(=O)Nc2cccnc2)C(c2ccc(F)cc2)n2nc(-c3cccc(C)c3)nc2N1 (stereo not drawn)
10	Cc1ccc(Nc2nnc(-c3ccc(C)c(S(N)(=O)=O)c3)c3ccccc23)cc1

| compound no. | 8 | 9 | 10 |
| --- | --- | --- | --- |
| IkB sig inh | -0.6% | ? | ? |
| p53ts 39C kill | -17% | -2% | 34%[activator] |
| Peg3 imprint | 8%[10.9 µM] | -8%[10.9 µM] | -9%[10.9 µM] |
| p53ts 32C tox | 9% | -6% | 60%[activator] |

Remaining list, next part:
| entry | SMILES | IkB sig inh | p53ts 39C kill | Peg3 imprint | p53ts 32C tox |
| --- | --- | --- | --- | --- | --- |
| 13 | CCOC(=O)C1CCN(C(=O)COc2cc(C)c(Br)cc2C)CC1 | ? | -10% | -18% | -4% |
| 14 | COc1cc2c(cc1OC)C(C(=O)N1CCCCC1)C(c1ccccc1F)N(C)C2=O (stereo not drawn) | -0.6% | 6% | -10% | -14% |
| 15 | CCN(CC)c1ccc(CN(C(=O)c2ccco2)C2CCS(=O)(=O)C2)cc1 (stereo not drawn) | -1.2% | -8% | -7% | -3% |
| 16 | c1cncc(CNc2ccnc(-c3ccc4c(c3)OCO4)n2)c1 | -5.4%[11.4 µM] | -21% | -12% | -6% |
| 17 | CCC(C)NC(=O)c1ccccc1NC(=O)C(C)N(c1ccccc1)S(C)(=O)=O (stereo not drawn) | -1.1% | 9% | 3% | 5% |
| 18 | CC(C)C(C(=O)NC(C)(C)C)N1C(=O)c2ccccc2C1=O (stereo not drawn) | 0.1% | -1% | -1% | 5% |
| 19 | CCCN1CC(CSC)C[C@H]2c3cccc4[nH]cc(c34)C[C@H]21 (stereo partly drawn) | nt | -17% | -12% | -3% |
| 20 | O=C(CCNc1n[nH]c(=O)[nH]c1=O)N1CCCCC1 | -0.6% | -5% | 12% | 3% |
| 21 | Cc1ccc(Cn2nc(C)c(NC(=O)c3noc4c3CCCCC4)c2C)cc1 | ? | 4% | -15% | 20% |
| 22 | O=C(Nc1ccc2c(c1)CCC2)C1CCCN(c2ncccn2)C1 (stereo not drawn) | -0.4% | 4% | -7% | 5% |
| 23 | CC(NC(=O)c1cc(-c2cccs2)on1)c1ccccc1 (stereo not drawn) | -1.1% | -7% | 5% | -16% |
| 24 | O=C(CNC(=O)c1ccc(F)cc1)OCc1cc(=O)n2nc(C3CCCCC3)sc2n1 | 5.6% | -24% | -12%[10.9 µM] | 0% |
| 25 | COc1ccc(C(c2sc3nc(C)nn3c2O)N2CCc3ccccc3C2)cc1 (stereo not drawn) | -2.3% | 17% | -15% | -5% |
| 26 | O=C(CCn1nnc(-c2cccs2)n1)N1CCc2ccccc2C1 | 0.3% | 3% | 4% | 6% |
| 27 | COc1ccc(-c2cn3c(n2)sc2cc(C(=O)Nc4ccc(C)c(Cl)c4)ccc23)cc1 | ? | -20% | -8%[10.9 µM] | 14% |
| 28 | COc1cccc(OC)c1C(=O)Nc1ccc(-c2nc3ncccc3o2)cc1 | 0.1% | -5% | -11%[10.9 µM] | -7% |
| 29 | CCN(Cc1ccccc1)C(=O)CCNS(=O)(=O)c1ccc2c(c1)CC(C)N2C(C)=O (stereo not drawn) | -2.8% | 8% | -9%[10.9 µM] | 2% |
| 30 | Cn1c(N2CCN(C(=O)Nc3ccc(F)cc3)CC2)nc2ccccc21 | nt | 6% | nt | -11% |
| 31 | CCc1ccc(NC(=O)CC2C(=O)N(c3cccc(C)c3)C(=O)N2Cc2cccc(OC)c2)cc1 (stereo not drawn) | -0.2% | -15% | -3%[10.9 µM] | 5% |
| 32 | CCOc1ccc(CCNC(=O)CSc2nnnn2-c2ccccc2)cc1OCC | -3.0% | 27% | -11%[10.9 µM] | -1% |
| 33 | CCCc1nc2ccccc2c(=O)n1NC(=O)c1c(O)c2cccc3c2n(c1=O)CCC3 | 1.2% | 8% | -11% | -8% |
| 34 | CCOC(=O)c1c(NC(=O)c2ccc(F)cc2)sc2c1CCC(CC)C2 (stereo not drawn) | 5.2% | 9% | -8%[10.9 µM] | 8% |
| 35 | O=C(Cc1cccs1)Nc1ccccc1C(=O)O | ? | -7% | -91%[inhibitor] | -5% |
| 36 | N#Cc1cccc(-c2nc3cnc(N4CCOCC4)nc3n(Cc3ccc(F)cc3)c2=O)c1 | -1.7%[11.4 µM] | 1% | ? | -1% |
| 37 | Cc1ccc(Nc2ncc(C(=O)N3CCN(c4cccc(Cl)c4)CC3)c3ccccc23)cc1Cl | -2.5% | 10% | -7%[10.9 µM] | 13% |
| 38 | COc1ccccc1/C=C/c1nc(C#N)c(NCC(C)C)o1 | ? | ? | 1%[10.9 µM] | -4% |
| 39 | Cc1ccc(OCc2ccc(-c3nc(C#N)c(N4CCN(c5cccc(Cl)c5)CC4)o3)o2)cc1 | 0.4% | -2% | -5%[10.9 µM] | 6% |
| 40 | C=CCn1c(SCc2c(C)noc2C)nc2cc(C(=O)O)ccc2c1=O | 6.7% | 11% | 4% | 15% |
| 41 | CCc1ccc2oc(C(=O)Nc3ccccc3OC)cc(=O)c2c1 | 1.2% | 0% | 4%[10.9 µM] | 1% |
| 42 | Cc1cc(C(=O)O)cc(S(=O)(=O)N2CCOCC2)c1C | 3.7% | 8% | 4% | -10% |
| 43 | CC(C)(C)c1ccc(C(=O)CCCSC2=C(C#N)C(c3ccco3)C3=C(CCCC3=O)N2)cc1 (stereo not drawn) | ? | 2% | -17% | -7% |
| 44 | O=C(c1cccc(COc2cccc3ccccc23)c1)N1CCCC1 | nt | -5% | nt | -6% |
| 45 | O=C(CSc1nnc(-c2ccncc2)o1)Oc1ccccc1 | 0.4% | 11% | 0% | 2% |
| 46 | COc1ccccc1N1CCN(C(=O)c2cc3n(n2)C(C(F)(F)F)CC(c2ccco2)N3)CC1 (stereo not drawn) | 0.4% | 1% | -5% | 9% |
| 47 | CC(=O)OCc1nc2sc3c(c2c(=O)[nH]1)CCCC3 | nt | 15% | nt | 14% |
| 48 | Cc1cccc(C(=O)Nc2c(C(=O)NCc3ccc(Cl)cc3)sc3nc(C)cc(C)c23)c1 | ? | ? | -10%[10.9 µM] | ? |
| 49 | C=CCN(c1ccccc1)S(=O)(=O)c1ccc2c(c1)oc(=O)n2C | 14% | 23% | -11% | 6% |
| 50 | N=c1n(CC(=O)O)c2ccccc2n1Cc1ccccc1Cl | 1.7% | 5% | -9% | -1% |
| 51 | CCc1nnc(NC(=O)CSc2nnc(COc3cccc(C)c3)o2)s1 | 1.0% | 3% | -9% | -6% |
| 52 | CCOc1ccc(-c2nnn(CC(=O)NCc3ccco3)n2)cc1 | 0.3% | -12% | -9% | 1% |
| 53 | FC(F)(F)c1ccc(C2[C@H]3CN(Cc4cccnc4)[C@H](c4ccccc4)C34CC2(c2cccnc2)C4)cc1 (stereo partly drawn) | nt | ? | -15% | 18% |
| 54 | CCSc1nc(N)c2c3c(sc2n1)CN(C)CC3 | 0.7% | 3% | -15% | 5% |
| 55 | CC(C)Cn1c(=O)c(C(=O)Nc2ccncc2)c(O)c2ccccc21 | 1.3% | 10% | nt | 1% |
| 56 | COc1ccc(C(=O)Nc2ccc3oc(-c4cc(Cl)ccc4Cl)nc3c2)cc1Br | ? | 10µM* | -7%[10.9 µM] | ? |
| 57 | COc1cc(/C=N/n2c(SC)nnc(C(C)(C)C)c2=O)ccc1O | 2.8% | -12% | -3% | -5% |
| 58 | CCC(=O)NC(Nc1cccc(C)n1)(C(F)(F)F)C(F)(F)F | -2.9% | -1% | 4% | -7% |
| 59 | CC(=O)c1cccc(NC(=O)c2ccc3c(c2)c(C)c(C)n3Cc2ccc(Cl)cc2)c1 | -0.9% | 13% | -18%[10.9 µM] | 0% |
| 60 | Cc1ccc(CNC(=O)CCc2c(C)nc3ncnn3c2C)cc1 | -2.4% | 8% | -5% | -15% |
| 61 | CCOC(=O)c1cnc(-n2nc(C)cc2C)nc1NC(C)c1ccccc1 (stereo not drawn) | ? | -3% | 14% | 10% |
| 62 | Cc1ccc(C(=O)Nc2ncc(Cc3ccc(SC(F)F)cc3)s2)cc1 | nt | ? | nt | 6% |
| 63 | Cc1ccn2c(=O)c(C(=O)NC(C)c3ccccc3)c(O)nc2c1 (stereo not drawn) | 2.7% | 1% | -8%[10.9 µM] | -14% |

In the list so far, these contain a Cl atom.
| entry | SMILES | IkB sig inh | p53ts 39C kill | Peg3 imprint | p53ts 32C tox |
| --- | --- | --- | --- | --- | --- |
| 12 | O=C(CCCOc1ccc(Cl)cc1)N1CCCCC1 | -1.4% | -27% | -18% | -18% |
| 27 | COc1ccc(-c2cn3c(n2)sc2cc(C(=O)Nc4ccc(C)c(Cl)c4)ccc23)cc1 | ? | -20% | -8%[10.9 µM] | 14% |
| 37 | Cc1ccc(Nc2ncc(C(=O)N3CCN(c4cccc(Cl)c4)CC3)c3ccccc23)cc1Cl | -2.5% | 10% | -7%[10.9 µM] | 13% |
| 39 | Cc1ccc(OCc2ccc(-c3nc(C#N)c(N4CCN(c5cccc(Cl)c5)CC4)o3)o2)cc1 | 0.4% | -2% | -5%[10.9 µM] | 6% |
| 48 | Cc1cccc(C(=O)Nc2c(C(=O)NCc3ccc(Cl)cc3)sc3nc(C)cc(C)c23)c1 | ? | ? | -10%[10.9 µM] | ? |
| 50 | N=c1n(CC(=O)O)c2ccccc2n1Cc1ccccc1Cl | 1.7% | 5% | -9% | -1% |
| 56 | COc1ccc(C(=O)Nc2ccc3oc(-c4cc(Cl)ccc4Cl)nc3c2)cc1Br | ? | 10µM* | -7%[10.9 µM] | ? |
| 59 | CC(=O)c1cccc(NC(=O)c2ccc3c(c2)c(C)c(C)n3Cc2ccc(Cl)cc2)c1 | -0.9% | 13% | -18%[10.9 µM] | 0% |

Screens: PubChem BioAssay, National Center for Advancing Translational Sciences (NCATS)
